# RAD54 branch: RAD54 (human) branch migration inhibition. Q92698. RAD54 Holliday junction branch migration, FAM/BHQ fluorescence. inhibition, % at 10.4 µM. hit rate 0.14% among 360,000. AID 602329;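 active = mean normalized replicate activity at least 40 and at least half of replicates scoring 40 or more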;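 note: 0% = median of neutral control wells and 100% = median of positive control wells; inhibitors cause a drop in the FAM fluorescence signal; in these data hits start at about 50%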
# Target sequence (Q92698 whole entry, looked up): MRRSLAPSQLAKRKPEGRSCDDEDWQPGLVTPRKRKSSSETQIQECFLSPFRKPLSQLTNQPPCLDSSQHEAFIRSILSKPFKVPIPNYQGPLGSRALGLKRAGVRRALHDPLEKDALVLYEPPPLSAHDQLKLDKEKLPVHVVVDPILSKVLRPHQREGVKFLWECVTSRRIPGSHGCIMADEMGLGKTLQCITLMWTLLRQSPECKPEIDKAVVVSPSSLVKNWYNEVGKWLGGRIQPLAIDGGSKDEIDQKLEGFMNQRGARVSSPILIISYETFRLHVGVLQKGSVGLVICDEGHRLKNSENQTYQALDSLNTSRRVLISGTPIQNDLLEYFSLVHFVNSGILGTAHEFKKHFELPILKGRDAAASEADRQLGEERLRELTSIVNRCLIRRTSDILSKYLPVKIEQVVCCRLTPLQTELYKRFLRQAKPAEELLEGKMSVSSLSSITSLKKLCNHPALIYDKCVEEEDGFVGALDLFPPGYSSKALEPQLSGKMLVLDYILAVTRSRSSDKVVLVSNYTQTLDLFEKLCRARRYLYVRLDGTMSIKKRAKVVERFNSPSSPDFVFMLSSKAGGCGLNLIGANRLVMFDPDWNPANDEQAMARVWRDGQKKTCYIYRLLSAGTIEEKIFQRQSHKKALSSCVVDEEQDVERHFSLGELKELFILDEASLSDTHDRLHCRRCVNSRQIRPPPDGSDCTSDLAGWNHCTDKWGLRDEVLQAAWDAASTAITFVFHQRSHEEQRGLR
# E-sel inducer: induces E-selectin expression in human endothelial cells | P16581 | HUVEC E-selectin immunofluorescence imaging; normalized: neutral wells 0, TNF-alpha wells 100 | activation, % at 7.58 µM | hit rate 0.37% among 260,000 | AID 686992;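 active = mean E-selectin-positive cell signal at least 10% of the positive control, reached in at least 60% of replicates, without over 20% cell loss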;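 note: in these data hits start at about 27%; measured in HUVEC primary endothelial cells; signal is the percent of cells scored E-selectin positive by PE staining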
#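 Material: HUVEC primary endothelial cells; Amount: 3,000 cells per well; Dosing: single concentration; Medium: EGM-2 growth medium on 0.1% gelatin-coated wells; Read-out basis: percent E-selectin-positive cells; Signal: immunofluorescence imaging; Control set: TNF-alpha, DMSO.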
# GSIS activator: primary screen for activators of insulin secretion dependent on glucose, INS-1E cells, GLuc reporter luminescence; hit rate 0.61% among 370,000; activation, % at 16.6 µM; INS-1E GLuc reporter insulin secretion, 2-3 h;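 active = lowest replicate activation of at least 40%, so every replicate reaches that level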;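 note: 0% = median of neutral control wells and 100% = median of IBMX positive control wells; some compounds called inactive have numbers as strong as hits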
# Xi reactivation: activators of X-chromosome reactivation in mouse fibroblasts; XiGFP mouse fibroblasts, % GFP-positive cells imaging, 3 d; cells co-treated with 5-aza-dC sensitizer; scaled so ellipticine positive control = 100%; activation, % at 7.58 µM; hit rate 0.055% among 360,000; AID 743238;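 active = mean normalized replicate activation at least 10% and every replicate at or above 10%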;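 note: 0% = median of on-plate neutral control wells and 100% = ellipticine 6 µM median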
#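 System: XiGFP fibroblasts, SV40-immortalized. Medium: DMEM plus 5-aza-dC sensitizer. Doses: single point. Timing: 3 d treatment, 15 min room-temperature fixation. Control set: ellipticine 6 µM.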
# The depositor's hits bear a star; nt = not tested or not shown.
SMILES,RAD54 branch,E-sel inducer,GSIS activator,Xi reactivation
CCCn1nc(NS(C)(=O)=O)c2cc3cccc(C)c3nc21,5.6,nt,6.7,nt
COc1ccc(-n2c(Cn3nnc4ccccc43)n[nH]c2=S)cc1,-4.1,nt,6.9,nt
COc1cccc(C(CC(=O)NCCN2CCOCC2)NS(=O)(=O)c2ccc(C)cc2)c1OC (configuration not stated),1.0,nt,-1.5,nt
Cc1cc(C)n(C(=O)CN2C(=O)CCC2=O)n1,-1.7,nt,7.2,nt
CCN(CC)C(=O)C1CC(c2ccc(OC)cc2)=NO1 (configuration not stated),-13.7,nt,-3.3,nt
Cc1cccnc1NCC(O)COc1ccccc1 (configuration not stated),-2.0,nt,2.6,nt
Cc1nnc(SCc2ccc(F)cc2Cl)s1,-1.8,nt,15.0,nt
CC(C)Oc1c(Cl)cc(CNC(C)(C)CO)cc1Cl,2.4,nt,0.2,nt
C=CCNC(=O)CCCCCNS(=O)(=O)c1ccc(OC)cc1,1.5,nt,15.4,nt
Cc1nc2c(cnn2-c2ccccc2Cl)c(=O)n1-c1ccc(C(C)C)cc1,9.9,nt,-6.8,nt
O=C(Nc1cccc(-c2cnc3ccccc3n2)c1)c1ccccc1,2.5,nt,-0.1,nt
COc1ccc(S(=O)(=O)N(C)CC(=O)Nc2ccccc2C(F)(F)F)cc1Cl,-0.2,nt,-6.6,nt
COc1ccc(CCNC(=O)C2CCN(S(=O)(=O)c3cc(OC)ccc3OC)CC2)cc1,6.7,nt,-16.3,nt
O=c1oc(-c2cccs2)nc2ccc(Br)cc12,-9.8,nt,7.3,nt
CCNC(=O)Cn1cc(C#N)c2ccccc21,-3.4,nt,8.4,nt
COc1ccc(NC(=O)CCNS(=O)(=O)c2ccc3c(c2)c(=O)n(C)c(=O)n3C)cc1,-12.1,nt,14.5,nt
CCSc1nc(N)c(C#N)c(-c2ccccc2Cl)c1C#N,-1.5,nt,-6.8,nt
Cc1ccc(C)c(OCC(=O)Nc2nonc2NC(=O)COc2cc(C)ccc2C)c1,14.3,nt,128.6*,nt
Nc1ccc(C23CC4CC(CC(CO)(C4)C2)C3)cc1,17.6,nt,16.2,nt
C=CCNC(=S)N/N=C/c1ccc(OCc2ccccc2Cl)cc1,3.1,nt,-6.6,nt
COc1ccc(CSC2=NCCN2)cc1Cl,7.0,nt,9.3,nt
CCOC(=O)c1sc(NC(=O)C2CC=CCC2C(=O)O)nc1C (configuration not stated),-7.5,nt,-18.7,nt
COC(=O)c1c(-c2ccco2)csc1NC(=O)C1CC=CCC1C(=O)O (configuration not stated),-10.7,nt,-2.9,nt
CN(C)CCNc1nc2c(c(=O)[nH]c(=O)n2C)n1CC(O)COc1ccc(Cl)cc1 (configuration not stated),-7.1,nt,20.4,nt
COc1ccc(Cl)c(NC(=O)Nc2c(C)n(-c3ccccc3)c(=O)n2C)c1,4.5,nt,7.0,nt

# Further compounds follow:
SMILES,RAD54 branch,E-sel inducer,GSIS activator,Xi reactivation
COC(=O)c1c(C)c2c(C)cc3ccccn3c-2c1C(=O)OC,1.0,nt,1.6,nt
O=C1c2cccnc2C(=O)N1Cc1ccco1,17.4,nt,7.6,nt
Cc1cccc(NC(=O)CSc2nc3ccc(N4C(=O)c5ccccc5C4=O)cc3s2)c1C,5.0,nt,-13.3,nt
CCc1ccc(OCC(=O)NC(=S)Nc2cccc(CO)c2)c(Br)c1,2.0,nt,-11.5,nt
CC(Nc1cc(N2CCN(S(C)(=O)=O)CC2)ccc1[N+](=O)[O-])c1ccccc1 (configuration not stated),nt,-0.1,nt,0.0
COc1ccccc1CC(=O)Nc1ccc2c(c1)CCC2,nt,nt,6.6,0.6
Cc1ccc2nc(SC(C)C(=O)NC3CCCc4ccccc43)[nH]c2c1 (configuration not stated),nt,nt,-14.6,0.0
CCN1C(=O)C(C(=O)NC(C)c2ccccc2)C2CC1(C)Oc1ccccc12 (configuration not stated),nt,nt,-15.0,-0.1
O=C(CSc1nc2ccccc2[nH]1)Nc1nc(-c2ccc(Br)cc2)cs1,nt,nt,11.9,-0.1
COCC(=O)Nc1ccc2c(c1)C(=O)N(C)[C@H]1CC[C@H](CC(=O)Nc3cn(C)nc3C)O[C@@H]1CO2,nt,nt,2.6,0.0
CC(C)(C)c1ccccc1NC(=S)NCc1ccccc1,nt,nt,-8.1,-0.1
CSCCC(NC(=O)c1ccc(Cl)cc1)C(=O)OCC(=O)c1ccc[nH]1 (configuration not stated),nt,nt,-3.9,0.3
C[C@H](CO)N1C[C@H](C)[C@@H](CN(C)C(=O)[C@@H](Cc2ccccc2)N(C)C)OCc2ccccc2-c2c(n(C)c3ccccc23)C1=O,nt,nt,6.2,0.1
CC(=O)N(C)C[C@@H]1Oc2ccc(N(C)C)cc2C(=O)N(C)C[C@H]1C,nt,nt,8.4,0.5
N#Cc1ccsc1NC(=O)CN1CCN(c2ccccc2O)CC1,nt,nt,-4.8,-0.1
Cc1ccc(NC(=O)COC(=O)/C=C/c2cccs2)cc1,nt,nt,14.1,0.0
OC(CNCCc1ccc(C(F)(F)F)cc1)COc1cccc2ccccc12 (configuration not stated),nt,nt,505.5*,0.0
O=C(COC(=O)[C@@H]1CCCN1S(=O)(=O)c1ccc(Cl)cc1)NCC(F)(F)F,nt,nt,-4.1,0.0
COc1ccc(-c2noc(=O)[nH]2)cc1,nt,nt,12.4,-0.2
CCN(CC)CCC#CC(O)(c1ccccc1)c1ccccc1,nt,nt,21.7,0.3
CCCOc1ccc(/C=C2\SC(=S)N(CC3CCCO3)C2=O)cc1 (configuration not stated),nt,nt,1.1,-0.1
O=C(CCCCCNC(=O)c1ccccc1)N/N=C/c1ccccc1O,nt,nt,-21.7,0.2
CC(C)N=c1scc(-c2cccs2)n1/N=C/c1ccc(O)c(O)c1O,nt,nt,-21.0,2.8
CCNC(=S)SCCOc1ccc(C)cc1,nt,nt,13.4,0.3
CO[C@H]1CN(C)C(=O)c2ccc(NC(=O)c3ccccc3)cc2OC[C@H](C)N(C(=O)CN(C)C)C[C@@H]1C,nt,nt,16.1,0.1

# Four entries picked at random from those above:
SMILES,RAD54 branch,E-sel inducer,GSIS activator,Xi reactivation
N#Cc1ccsc1NC(=O)CN1CCN(c2ccccc2O)CC1,nt,nt,-4.8,-0.1
CCNC(=S)SCCOc1ccc(C)cc1,nt,nt,13.4,0.3
O=C(CCCCCNC(=O)c1ccccc1)N/N=C/c1ccccc1O,nt,nt,-21.7,0.2
COCC(=O)Nc1ccc2c(c1)C(=O)N(C)[C@H]1CC[C@H](CC(=O)Nc3cn(C)nc3C)O[C@@H]1CO2,nt,nt,2.6,0.0

# Additional structures follow.
SMILES,RAD54 branch,E-sel inducer,GSIS activator,Xi reactivation
COc1ccccc1/C=N/NC(=O)c1ccccc1NS(=O)(=O)c1ccc(C)cc1,nt,nt,-6.2,-0.1
COc1cccc(/C=N/n2c(-c3ccco3)nc3ccccc3c2=O)c1OC,nt,nt,-8.5,0.3
CCCCOc1ccc(/C=C/C(=O)Nc2ccc(C(N)=O)cc2)cc1,nt,nt,-3.7,-0.5
S=c1[nH]cc(-c2ccccc2)n1-c1ccccc1Cl,nt,nt,42.4,-0.2
CN1/C(=C/C(=O)c2ccc(Cl)cc2)Sc2cc3c(cc21)OCO3,nt,nt,23.4,0.0
CCN(CC)c1ccc(N=Cc2c(C)[nH]c3ccccc23)cc1,nt,nt,4.1,0.1
O=C1NCCOCc2cn(nn2)CC[C@@H]1Cc1ccc(F)cc1,nt,nt,4.2,0.6
Cc1ccc(S(=O)(=O)N2CCOCC2)cc1C(=O)NC(=S)N(Cc1ccccc1)C(C)C,nt,nt,-0.6,0.1
Cc1cccc2cc(CN(Cc3cccs3)C(=S)NCC3CCCO3)c(=O)[nH]c12 (configuration not stated),nt,nt,-9.9,0.2
COC(=O)C1=NN(c2cccc(C)c2)C2C(=O)N(c3ccccc3OC)C(=O)C12 (configuration not stated),nt,nt,-1.3,0.0
N#C/C(=C\c1ccc(OC(=O)c2ccccn2)cc1)C(N)=O,nt,nt,21.4,-0.1
O=C(NCc1ccccn1)/C(=C/c1ccco1)NC(=O)c1ccccc1,nt,nt,-0.5,0.4
COc1ccc(NC(=O)Nc2ccc3c(c2)C(=O)N([C@H](C)CO)C[C@H](C)[C@@H](CN(C)S(=O)(=O)c2c(C)noc2C)O3)cc1,nt,nt,-2.3,0.3
Cc1cc2c(N=NC(=O)CCc3ccccc3)c(O)[nH]c2cc1Br,nt,nt,-7.0,0.1
O=C(c1cc(-c2ccccn2)nc2c(Cl)cccc12)N1CCN(S(=O)(=O)c2ccccc2)CC1,nt,nt,-43.3,0.0
CCCn1c(SCC(=O)Nc2nc(-c3ccc(OC)cc3)cs2)nc2c1c(=O)n(C)c(=O)n2C,nt,nt,3.6,0.0
CCc1ccc(OCC(=O)O/N=C(\N)Cc2ccc([N+](=O)[O-])cc2)cc1,nt,nt,-10.1,0.1
CCNC[C@@H]1[C@@H](c2ccc(-c3ccc(F)cc3)cc2)[C@H](CO)N1S(C)(=O)=O,nt,nt,1.7,0.0
Cc1ccc(Nc2nnc(SC3CCOC3=O)s2)cc1 (configuration not stated),nt,nt,3.4,0.0
COCCCn1c(=O)/c(=C\c2ccccc2OC(F)F)s/c1=C(/C#N)C(=O)NC(C)C,nt,nt,14.4,0.3
Nc1ccc(O)cc1C(=O)OCC(=O)c1ccc(C2CCCCC2)cc1,nt,nt,7.9,2.2
CC(=O)Nc1ccc(N2C(=O)c3ccc(C(=O)Nc4nnc(SCc5ccc(F)cc5)s4)cc3C2=O)cc1,nt,nt,3.5,0.0
Cc1ccccc1NCc1nnc2n1CCCCC2,nt,nt,0.5,0.0
CN(C(=O)COC(=O)c1cc(Br)c(Br)s1)C1CCS(=O)(=O)C1 (configuration not stated),nt,nt,10.4,0.0
CCC(C)NC(=S)Nc1ccccc1OC (configuration not stated),nt,nt,7.0,0.2

# Carrying on:
SMILES,RAD54 branch,E-sel inducer,GSIS activator,Xi reactivation
Cc1cccc(-c2ccc([C@@H]3[C@@H](CO)N4C(=O)CN(C(=O)c5cnccn5)C[C@H]34)cc2)c1,nt,nt,-5.9,0.7
C[C@@H]1CC(=O)NCC/C=C\C[C@H](c2ccc3c(c2)OCO3)NC1=O,nt,nt,-1.1,0.3
O=C(COC(=O)/C=C/c1ccc(Cl)cc1Cl)NCCC1=CCCCC1,nt,nt,7.1,0.4
O=C(CSc1nc2ccccc2c(=O)n1-c1ccc(F)cc1)Nc1cc(S(=O)(=O)N2CCOCC2)ccc1Cl,nt,nt,-28.7,0.2
CC(C)c1ccccc1NC(=S)NC1CCN(Cc2ccccc2)CC1,nt,nt,10.1,-0.1
O=C1N[C@@H](c2ccccc2)COCc2cn(nn2)CC[C@@H](Cc2ccc(C(F)(F)F)cc2)C(=O)N[C@@H](c2ccccc2)COCc2cn(nn2)CC[C@H]1Cc1ccc(C(F)(F)F)cc1,nt,nt,-38.1,0.1
Cc1ccccc1C(=O)NC(CC(C)C)C(=O)OCc1cc(=O)n2cc(Br)ccc2n1 (configuration not stated),nt,nt,12.9,0.2
Cc1ccc(C(=O)OC/C(O)=C(\C#N)c2nc3ccccc3[nH]2)cc1S(=O)(=O)N1CCOCC1,nt,nt,-32.3,0.1
CNC(=O)C(=O)Nc1c(C)cc(C)cc1C,nt,nt,11.5,-0.1
COC(=O)c1ccc(C(=O)OC)c(NC(=S)N2CCC(C)CC2)c1,nt,nt,12.6,-0.1
CCCOc1ccc(/C=N/NC(=O)C(C)Sc2ccccn2)cc1OCC (configuration not stated),nt,nt,2.0,0.0
CN(C)S(=O)(=O)c1ccc(Cl)c(NC(=O)COC(=O)C2CSC3(C)CCC(=O)N23)c1 (configuration not stated),nt,nt,8.5,0.0

# Six consecutive records already listed, for reference:
SMILES,RAD54 branch,E-sel inducer,GSIS activator,Xi reactivation
Cc1cccc(-c2ccc([C@@H]3[C@@H](CO)N4C(=O)CN(C(=O)c5cnccn5)C[C@H]34)cc2)c1,nt,nt,-5.9,0.7
C[C@@H]1CC(=O)NCC/C=C\C[C@H](c2ccc3c(c2)OCO3)NC1=O,nt,nt,-1.1,0.3
O=C(COC(=O)/C=C/c1ccc(Cl)cc1Cl)NCCC1=CCCCC1,nt,nt,7.1,0.4
O=C(CSc1nc2ccccc2c(=O)n1-c1ccc(F)cc1)Nc1cc(S(=O)(=O)N2CCOCC2)ccc1Cl,nt,nt,-28.7,0.2
CC(C)c1ccccc1NC(=S)NC1CCN(Cc2ccccc2)CC1,nt,nt,10.1,-0.1
O=C1N[C@@H](c2ccccc2)COCc2cn(nn2)CC[C@@H](Cc2ccc(C(F)(F)F)cc2)C(=O)N[C@@H](c2ccccc2)COCc2cn(nn2)CC[C@H]1Cc1ccc(C(F)(F)F)cc1,nt,nt,-38.1,0.1

# Only part of the results is shown, so the mix of outcomes need not match the whole.
